# MT1-MMP act inh: blockers of MT1-MMP proenzyme processing, primary screen, HT1080 RFP-PRO-GFP cells, GFP/RFP fluorescence; Matrix metalloproteinase-14 (Homo sapiens), P50281; GFP/RFP ratio fluorescence, overnight; percent of plate control window, DMSO zero; GFP/RFP ratio change, % at 20 µM; 360,000 compounds, 0.061% hits;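 active = GFP/RFP ratio change of at least 30% with cell ATP level not reduced by more than half and red fluorescence within 50% of control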; also: strong numbers were not always called active
#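 Assay system: HT1080 RFP-PRO-GFP cells | Dosing: 20 µM single dose, 1% DMSO | Incubation: Cells overnight before dosing, compound overnight, 37 °C, 5% CO2 | Evaluation: GFP/RFP fluorescence ratio | Control set: DMSO-only wells and HT1080 RFP-L50D-GFP cell wells as references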
# Neddyl block: inhibitors of cullin neddylation, primary screen, biochemical, TR-FRET, uHTS, NAE and Ubc12; 360,000 compounds, 0.58% hits; calls only at 25 µM; in the data active = inhibition above about 36%
# SKN-1 block: suppressors of acrylamide-induced Pgst-4::GFP reporter in worms, primary screen, SKN-1 inhibitor project, whole organism, uHTS, GFP/RFP fluorescence ratio, strain VP596; AID 624304, 2012; inhibition, % at 21.8 µM; C. elegans VP596 Pgst-4::GFP/RFP ratio, 24 h; 360,000 compounds, 0.49% hits;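 active = interference check ratio from 0.5 to 1.5 plus GFP to RFP signal ratio inhibition reaching or exceeding a fixed threshold, cut at about 30% in these data, passing the limit was not always enough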; also: some compounds called inactive have numbers as strong as hits
# Rin1-Abl PPI inh: inhibitors of Rin1-Abl protein binding, primary screen, biochemical, TR-FRET; Tyrosine-protein kinase ABL1 (Homo sapiens) + Ras and Rab interactor 1 (Homo sapiens), …; inhibition, % at 7.35 µM; 360,000 compounds, 0.4% hits; in the data active = inhibition above about 5%, passing the limit was not always enough
# Rpn11 block: Rpn11 (PSMD14) deubiquitinase inhibitors, primary screen, biochemical, fluorescence polarization, uHTS; 26S proteasome non-ATPase regulatory subunit 14 (Homo sapiens), O00487; human 26S proteasome, Ub4-pepOG fluorescence polarization; 20S core pre-blocked with epoxomicin; calls only at 20 µM; 360,000 compounds, 0.59% hits; AID 588493, 2011;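 active = inhibition at 20 µM, scaled to each plate's controls, above about 33%, limit read from the data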
# PABP1 MLLE inh: inhibitors of PABP1 MLLE–PAM2 peptide binding, primary screen, biochemical, fluorescence polarization, FITC-PAM2, GST-MLLE | Polyadenylate-binding protein 1 (Homo sapiens), P11940 | inhibition, % at 20 µM | 360,000 compounds, 0.36% hits | AID 588489, 2011; in the data active = inhibition above about 35%, passing the limit was not always enough;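 also: plate controls were DMSO wells with GST-MLLE for no effect and wells lacking GST-MLLE protein for full effect; some results filed as inactive read as strong as hits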
# CSN deneddyl inh: inhibitors of CSN-mediated cullin deneddylation, primary screen, biochemical, fluorescence polarization, uHTS; COP9 signalosome complex subunit 5 (Homo sapiens), Q92905; Purified CSN, SCF-Nedd8-OG deneddylation; inhibition, % at 12.5 µM; 360,000 compounds, 0.38% hits;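 active = pattern-corrected inhibition above about 35%, with an unprinted fluorescence ratio check between 0.5 and 1.5, limit read from the data, passing the limit was not always enough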;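 also: 0% = enzyme with substrate and 100% = substrate without enzyme; some results filed as inactive read as strong as hits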
#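 Assay system: purified human Csn5 enzyme expressed in HEK293T cells; Input: 0.24 nM Csn5 enzyme, final concentration; Reagent: 10 nM SCFSkp2-Nedd8OG; Compound dosing: 12.5 µM single point; Times: reaction 90 min, room temperature; Technique: fluorescence polarization readout.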
# FAS-TE inh: FAS thioesterase domain inhibitors, primary screen, biochemical, fluorescence intensity, uHTS; 360,000 compounds, 0.67% hits; recombinant FAS-TE, OMFH fluorogenic substrate, fluorescence endpoint; Fatty acid synthase (Homo sapiens), P49327; inhibition, % at 15 µM;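 active = compounds whose normalised, plate-corrected inhibition of enzyme fluorescence in the single-dose primary screen is 50% or more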;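 also: 0% = DMSO with enzyme and 100% = substrate without enzyme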
# Target sequence (P49327 whole entry, looked up, the tested form may be a part): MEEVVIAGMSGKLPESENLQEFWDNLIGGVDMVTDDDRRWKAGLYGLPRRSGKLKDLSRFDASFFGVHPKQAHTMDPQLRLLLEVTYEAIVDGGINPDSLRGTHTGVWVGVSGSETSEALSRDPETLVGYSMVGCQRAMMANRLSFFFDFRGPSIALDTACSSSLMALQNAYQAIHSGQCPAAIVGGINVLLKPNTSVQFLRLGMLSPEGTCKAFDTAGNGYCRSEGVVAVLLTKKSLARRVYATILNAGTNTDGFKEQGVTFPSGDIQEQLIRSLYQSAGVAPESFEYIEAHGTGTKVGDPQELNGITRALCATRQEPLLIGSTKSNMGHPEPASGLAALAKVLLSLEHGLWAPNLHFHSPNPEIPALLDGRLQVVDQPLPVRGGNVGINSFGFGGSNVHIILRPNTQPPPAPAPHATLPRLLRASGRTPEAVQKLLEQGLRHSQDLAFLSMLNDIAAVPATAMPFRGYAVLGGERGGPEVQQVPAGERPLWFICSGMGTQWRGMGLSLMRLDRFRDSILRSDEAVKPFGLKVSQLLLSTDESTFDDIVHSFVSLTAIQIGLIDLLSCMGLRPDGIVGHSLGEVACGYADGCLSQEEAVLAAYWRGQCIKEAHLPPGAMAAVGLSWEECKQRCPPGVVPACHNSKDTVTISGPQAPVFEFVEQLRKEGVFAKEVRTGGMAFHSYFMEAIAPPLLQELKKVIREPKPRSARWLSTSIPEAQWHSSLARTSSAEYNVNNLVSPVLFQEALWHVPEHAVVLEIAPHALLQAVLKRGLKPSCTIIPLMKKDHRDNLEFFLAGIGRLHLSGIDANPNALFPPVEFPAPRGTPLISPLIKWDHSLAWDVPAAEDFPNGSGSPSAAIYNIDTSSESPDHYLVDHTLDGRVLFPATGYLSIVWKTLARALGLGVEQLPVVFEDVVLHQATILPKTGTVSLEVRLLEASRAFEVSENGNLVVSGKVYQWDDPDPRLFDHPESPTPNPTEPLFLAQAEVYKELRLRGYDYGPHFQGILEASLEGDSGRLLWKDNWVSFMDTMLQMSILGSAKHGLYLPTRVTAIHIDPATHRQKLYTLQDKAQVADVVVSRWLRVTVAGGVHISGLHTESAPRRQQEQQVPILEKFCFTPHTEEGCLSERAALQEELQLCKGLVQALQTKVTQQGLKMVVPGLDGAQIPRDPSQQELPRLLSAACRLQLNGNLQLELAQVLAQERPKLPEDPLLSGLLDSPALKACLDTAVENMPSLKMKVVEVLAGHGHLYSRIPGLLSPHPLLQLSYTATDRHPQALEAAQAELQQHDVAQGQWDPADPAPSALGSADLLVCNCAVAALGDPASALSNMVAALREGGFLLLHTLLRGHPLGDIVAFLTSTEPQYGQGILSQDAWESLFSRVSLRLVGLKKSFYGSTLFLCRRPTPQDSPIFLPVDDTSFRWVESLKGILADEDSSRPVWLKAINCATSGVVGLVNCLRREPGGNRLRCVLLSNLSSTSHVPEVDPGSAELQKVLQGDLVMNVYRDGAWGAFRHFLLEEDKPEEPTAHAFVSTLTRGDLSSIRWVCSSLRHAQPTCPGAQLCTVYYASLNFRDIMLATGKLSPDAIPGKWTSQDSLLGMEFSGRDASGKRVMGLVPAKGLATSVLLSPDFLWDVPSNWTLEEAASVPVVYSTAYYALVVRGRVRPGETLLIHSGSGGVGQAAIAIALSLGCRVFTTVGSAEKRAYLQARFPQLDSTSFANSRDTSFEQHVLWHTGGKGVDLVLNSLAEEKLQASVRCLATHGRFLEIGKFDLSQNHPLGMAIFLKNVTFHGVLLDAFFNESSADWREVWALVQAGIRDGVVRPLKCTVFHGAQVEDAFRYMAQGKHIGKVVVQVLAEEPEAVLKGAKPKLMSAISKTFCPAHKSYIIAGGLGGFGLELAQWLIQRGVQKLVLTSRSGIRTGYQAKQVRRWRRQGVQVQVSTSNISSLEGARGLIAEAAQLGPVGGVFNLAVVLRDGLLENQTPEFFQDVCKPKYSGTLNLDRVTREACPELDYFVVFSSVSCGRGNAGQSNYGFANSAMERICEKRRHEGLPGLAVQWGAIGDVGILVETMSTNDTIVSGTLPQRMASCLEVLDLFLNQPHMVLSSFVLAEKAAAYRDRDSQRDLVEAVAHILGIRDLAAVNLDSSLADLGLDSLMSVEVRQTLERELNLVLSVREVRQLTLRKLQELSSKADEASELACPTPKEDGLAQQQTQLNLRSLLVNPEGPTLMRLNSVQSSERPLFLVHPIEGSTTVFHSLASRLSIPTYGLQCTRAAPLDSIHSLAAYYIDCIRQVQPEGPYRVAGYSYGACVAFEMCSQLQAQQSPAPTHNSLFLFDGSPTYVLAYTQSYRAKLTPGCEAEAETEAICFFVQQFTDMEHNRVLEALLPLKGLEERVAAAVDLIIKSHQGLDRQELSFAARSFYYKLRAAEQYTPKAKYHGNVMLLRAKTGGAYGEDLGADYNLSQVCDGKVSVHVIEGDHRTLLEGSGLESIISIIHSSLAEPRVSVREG
# NadD inh: inhibitors of S. aureus NadD, primary screen, biochemical, colorimetric, uHTS | inhibition, % at 20 µM | Nicotinate-nucleotide adenylyltransferase NadD (Staphylococcus aureus N315) | purified NadD enzyme, colorimetric absorbance read-out | 360,000 compounds, 0.78% hits; in the data active = inhibition above about 26%; also: some compounds past the cut are filed as inactive
# * marks the source's active call; other numbers are inactive results; i = inactive; x = not tested or not shown.
SMILES,MT1-MMP act inh,Neddyl block,SKN-1 block,Rin1-Abl PPI inh,Rpn11 block,PABP1 MLLE inh,CSN deneddyl inh,FAS-TE inh,NadD inh
CC1(C(=O)NS(=O)(=O)c2cccc(Cl)c2)CCN1C(=O)Cc1cc(F)ccc1F (stereo unspecified),5,i,29,-3,i,-3,-5,-6,-5
CC(C)(C)c1ccc(C(=O)Nc2ccc(S(N)(=O)=O)cc2)cc1,3,i,-2,3,i,7,0,-3,-12
O=C(O)c1ccc(-n2cc(-c3cc4ccccc4oc3=O)[nH]c2=S)cc1,-2,x,-5,-1,i,29,11,-2,-2
O=C1CNC(=S)N1CCOc1ccccc1,1,i,3,1,i,-11,-1,3,4
O=[N+]([O-])c1cc(C(F)(F)F)cc([N+](=O)[O-])c1NCCNC(=S)Nc1cccc(F)c1,8,i,-6,-2,i,21,0,27,-1
Cc1nn(Cc2ccccc2)c(C)c1C(=O)Nc1ccc(N2CCOCC2)cc1,1,i,-32,5,i,5,0,-11,-4
CCN(CC)S(=O)(=O)c1ccc(Cc2ncc(C(F)(F)F)cc2Cl)s1,-10,i,-15,0,i,0,-1,34,-5
O=C(COc1ccc2ccc(=O)oc2c1)Nc1ccc2c(c1)OCCO2,1,i,-14,-4,i,-24,-2,4,5
Cc1ccc(C(=O)NCC(=O)OCc2cccc(Br)c2)cc1,2,i,-4,1,i,-10,2,5,-5
CC(C)Cc1nc2oc3c(NCC4CCCO4)ncnc3c2c2c1CCC2 (stereo unspecified),2,x,5,0,i,6,-4,12,4
O=C(NNS(=O)(=O)c1ccc(Cl)cc1)c1ccc(S(=O)(=O)N2CCCCC2)cc1,-1,i,0,3,i,-1,-7,-3,0
O=C(CSc1nc2cccnc2n1Cc1ccccc1)NCc1ccco1,-1,i,-23,-3,i,-37,3,-3,0
CCCC1NC(=S)N(C2CCCCC2)C1=O (stereo unspecified),3,i,6,0,i,-5,-3,-3,0
COc1ccc(Cl)cc1S(=O)(=O)NC(C)C(=O)NCc1ccccn1 (stereo unspecified),-3,i,4,-2,i,-6,-4,-7,-1
O=C(Cn1c(NCCCO)nc2ccccc21)c1cccs1,2,i,13,0,i,-7,-3,-1,-1
Cc1onc(C(=O)N2CCC(Cc3ccccc3)CC2)c1[N+](=O)[O-],-6,i,10,-3,i,5,-7,2,3
COC(=O)c1ccc(NC(=O)C(C)Oc2ccccc2)cc1 (stereo unspecified),-10,i,-1,-1,i,-1,-1,1,-6
CC1CCC2(CC1)NC(=O)N(CC(=O)Nc1ccc3c(c1)OCCCO3)C2=O (stereo unspecified),0,i,-10,-1,i,-13,-5,-5,0
COc1ccc(CCN(C)C(=O)CSc2nnc(C3CC3)n2N)cc1OC,2,i,8,1,i,-8,1,-5,-2
CN(C)c1ccc(CNC(=O)C2CCC(CNc3c(N4CCCCC4)c(=O)c3=O)CC2)cc1 (stereo unspecified),2,i,2,-2,i,-6,0,2,0
O=C(C/C=N/OCc1c(Cl)cccc1Cl)c1ccc(Cl)cc1,2,i,4,1,i,8,4,15,3
Oc1ccc(-c2onc(C(F)(F)F)c2-c2cscn2)c(O)c1,-4,i,4,1,i,5,4,-2,-1
COCC(C)n1c(SCC(=O)Nc2ccc3c(c2)OCCO3)nc2ccccc2c1=O (stereo unspecified),-1,i,0,2,i,8,-2,5,-8
CC(=O)N1CCN(Cc2nc3cc(NC(=O)c4ccccc4)ccc3n2C)CC1,3,i,-10,1,i,-3,-4,-8,-2
O=C(CCc1nc2ccccc2c(=O)[nH]1)Nc1cc(C(F)(F)F)ccc1N1CCCC1,-8,i,-6,-1,i,-26,1,-1,1
N#CCN1CCC/C1=C\[N+](=O)[O-],2,i,4,1,i,0,0,-8,4
Cc1ccccc1C(NC(N)=O)c1ccccc1 (stereo unspecified),4,i,-11,7,i,-1,9,-9,-2
Cc1ccc(C2=NOC(C)(c3nnc(-c4cccc(Cl)c4)o3)C2)cc1 (stereo unspecified),3,i,-15,1,i,10,2,9,-2
CCc1ccc(N2CC(C(=O)N3CCN(c4ccc([N+](=O)[O-])cc4)CC3)CC2=O)cc1 (stereo unspecified),1,i,4,-2,i,10,-2,-9,0
Cc1ccc(NC(=O)Cn2c(=O)n(Cc3ccco3)c(=O)c3ccccc32)c(C)c1,2,i,4,1,i,-6,5,1,2

# Only NadD inh, for some of the entries so far:
canonical_smiles,NadD inh
CCc1ccc(N2CC(C(=O)N3CCN(c4ccc([N+](=O)[O-])cc4)CC3)CC2=O)cc1 (stereo unspecified),0
Cc1ccc(NC(=O)Cn2c(=O)n(Cc3ccco3)c(=O)c3ccccc32)c(C)c1,2

# Additional results follow:
SMILES,MT1-MMP act inh,Neddyl block,SKN-1 block,Rin1-Abl PPI inh,Rpn11 block,PABP1 MLLE inh,CSN deneddyl inh,FAS-TE inh,NadD inh
C=CC1=C2C=C(C3CC3)N(C3CC3)C=C2C(=O)C(C)(OC(=O)c2ccco2)C1=O (stereo unspecified),-9,i,-1,1,i,24,-11,-15,6
CC1CCN(C2=C(NS(=O)(=O)c3ccccc3)C(=O)c3ccccc3C2=O)CC1,8,i,14,1,i,-3,2,29,-6
COc1ccc(C(C)(O)c2nc(-c3cnc4ccccc4c3)cs2)cc1 (stereo unspecified),-5,i,12,5,i,-11,7,18,-6
Cc1cc(NC(=O)COC(=O)C2CCN(S(=O)(=O)c3ccc(Cl)cc3)CC2)no1,-6,i,-7,4,i,-14,5,0,-4
COc1cc(OC)cc(C(=O)N[C@H](C(=O)NCc2ccccc2)C(C)C)c1,-8,i,11,2,i,1,-3,0,-2
O=C(Nc1ncc2c(n1)CC(c1ccccc1)CC2=O)c1ccco1 (stereo unspecified),3,i,1,-3,i,-5,-5,0,-5
COCCOC1CCN(Cc2cn(Cc3ccccc3)nc2-c2cc3ccccc3o2)CC1,0,i,2,-3,i,-11,3,0,-8
O=C(NCc1ccc(Cl)cc1)c1ccc(-c2ccc(F)c(F)c2)c2ccoc12,2,i,36*,-5,i,8,2,23,2
CCCNC(=O)Cn1c(=O)/c(=C\c2ccc(-c3cccc([N+](=O)[O-])c3)o2)s/c1=C\C(=O)C(C)(C)C,-51,i,10,-2,i,105,12,-74,35*
CCC(=O)NNC(=O)CCC(=O)Nc1ccc(C)cc1C,1,i,-1,2,i,8,-5,-7,-6
O=C(c1ccccc1)c1nc2ccccc2n(CCCn2c(=O)c(C(=O)c3ccccc3)nc3ccccc32)c1=O,5,i,-5,-4,i,-15,-5,60*,8
O=C(CCc1nc2ccccc2c(=O)[nH]1)NNC(=O)c1ccc(F)cc1,-3,i,5,1,i,-11,3,-2,4
Cc1ccc(C(=O)O)cc1-c1ccc(/C=C2\SC(=O)N(CC(=O)Nc3ccccc3)C2=O)o1,-11,i,10,-2,i,-21,19,5,34*
N#CCc1ccc(OCCCN2CCC(C(O)(c3ccccc3)c3ccccc3)CC2)cc1,0,i,-3,x,x,x,-4,-8,0
COc1ccc(C(=O)NC(C)c2cc(OC)c(OC)cc2Br)cc1 (stereo unspecified),6,i,-11,4,i,-7,-2,2,6

# Reformatted as tab-separated lines: part of the list above
Structure	MT1-MMP act inh	Neddyl block	SKN-1 block	Rin1-Abl PPI inh	Rpn11 block	PABP1 MLLE inh	CSN deneddyl inh	FAS-TE inh	NadD inh
COCCOC1CCN(Cc2cn(Cc3ccccc3)nc2-c2cc3ccccc3o2)CC1	0	i	2	-3	i	-11	3	0	-8
CCN(CC)S(=O)(=O)c1ccc(Cc2ncc(C(F)(F)F)cc2Cl)s1	-10	i	-15	0	i	0	-1	34	-5
CCCC1NC(=S)N(C2CCCCC2)C1=O (stereo unspecified)	3	i	6	0	i	-5	-3	-3	0
O=C(NNS(=O)(=O)c1ccc(Cl)cc1)c1ccc(S(=O)(=O)N2CCCCC2)cc1	-1	i	0	3	i	-1	-7	-3	0

# Next section.
SMILES,MT1-MMP act inh,Neddyl block,SKN-1 block,Rin1-Abl PPI inh,Rpn11 block,PABP1 MLLE inh,CSN deneddyl inh,FAS-TE inh,NadD inh
COc1ccc(N2CCN(C(=O)c3ccc4c(c3)OCO4)CC2)cc1,1,i,3,-3,i,-3,1,-1,3
CN=C(Nc1cccnc1)c1ccccc1,0,i,3,-1,i,-1,-3,-2,1
COc1ccccc1CCNC(=O)C1CC(=O)N(c2ccccc2F)C1 (stereo unspecified),0,i,4,-4,i,13,-6,-1,9
C=CCNC(=O)c1c(CS(=O)(=O)c2ccccc2)noc1C(=O)NCc1ccccc1,0,i,14,0,i,4,-2,-11,-6
CC(C)Cn1c(SCC(=O)Nc2ccc(Cl)cc2F)nc(O)cc1=O,3,i,-14,3,i,19,-2,-1,8
Cc1cc(C)c2nc(SCC(=O)NC(=O)c3cccn3C)cc(C)c2c1,3,i,-5,-10,i,-7,-1,17,4
O=C(CN1CCC(C(O)(c2ccccc2)c2ccccc2)CC1)Nc1ccccc1,8,i,6,4,i,-15,1,12,-6
Cc1ccc(-n2c(-c3ccccc3)c[n+]3c2CCC3)cc1,-3,i,-12,2,i,0,4,-5,5
CCCCNC(=O)C1C2C=CC3(CN(Cc4ccc(C)cc4)C(=O)C13)O2 (stereo unspecified),3,i,-1,-3,i,7,0,-11,-7
Cc1cc(C)n(C(=O)c2cccc(S(=O)(=O)N3CCOCC3)c2)n1,4,i,-24,-2,i,13,1,-5,5
CNC(=O)/C(C#N)=C/c1ccc(-c2ccc(OC)cc2[N+](=O)[O-])o1,1,i,19,-5,i,7,-5,-7,-3
Cc1ccn2cc(CSc3ccccc3)nc2c1,12,i,-9,-3,i,17,-8,-1,1
O=c1cc(-c2ccccc2)[nH]c2nc3ccccc3n12,2,x,10,-14,i,-10,-1,-1,-2
CCCSC1=C(C#N)C(c2ccccc2OCC)CC(=O)N1 (stereo unspecified),2,i,8,-5,i,-15,0,-40,-1
S=C(NC1CCCCC1)N1CCOCCOCCN(C(=S)NC2CCCCC2)CCOCC1,1,i,1,-3,i,-107,-2,0,1
O=C(O)/C(=C\c1ccc(Cl)cc1)c1ccc(S(=O)(=O)N2CCCC2)s1,2,i,-5,1,i,-48,1,-6,2
CC(C)(C)c1ccc(C(=O)NNC(=O)CNC(=O)c2cccs2)cc1,x,i,15,0,i,15,-7,-5,5
COc1cc(/C=N/NC(=O)CCc2ccccc2)ccc1O,5,i,0,0,i,-2,-3,-3,5
COc1ccc(-c2ccccc2NC(=O)C2CCCN(Cc3ccc(C)o3)C2)cc1 (stereo unspecified),-3,i,-22,2,i,-5,4,4,-8
CC(C)[C@H](N)C(=O)NC[C@H]1O[C@@H](n2cnc3c(N)ncnc32)[C@H](O)[C@@H]1O,-1,i,8,-3,i,7,3,-9,2
Cc1ccc(S(=O)(=O)NCc2nc3ccccc3c(=O)n2N)cc1,0,i,12,0,i,8,1,-4,-12
CCC(C)(O)C(=O)N[C@H]1CCCN1C(=O)/C=C/c1ccccc1 (stereo partly specified),-2,i,6,3,i,2,0,-7,-4
CCN(CC)c1nc2ccccc2n2cnnc12,x,i,32,-8,i,-3,4,1,-1
